Bioassay records as filed in PubChem BioAssay.
Gal4-VP16 FLuc = Gal4-VP16 reporter inhibition counter-screen; Drosophila S2 Gal4-VP16 UAS-luciferase, luminescence, 20 h; Potency, µM (series often up to 53.6 µM), without a hit: at the highest dose activity, negative = inhibition, hits mostly inhibitors; hit rate 3.5% among 310,000;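 further: Gal4-VP16 expression switched on by copper sulfate through the metallothionein promoter; potency means the concentration at half of the fitted maximal effect; on the % scale 0 is the no-effect control and ±100 the full control effect; nearly all actives have a fitted effect of over 50% in size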
KCNH2 3.1 inh = inhibitors of human KCNH2 3.1 potassium channel isoform; U2OS KCNH2 3.1, thallium flux FluxOr; active compounds read low; AID 720553; activity change, % (tested at about 1.8 µM); hit rate 0.95% among 340,000;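 active means maximum activity change below -70%; inconclusive means maximum activity change from -70% to -50%; inactive means maximum activity change above -50%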;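 further: thallium influx rate constant from kinetic fluorescence after stimulation buffer; on the % scale 0 is the no-effect control and ±100 the full control effect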
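Steps: virus added to U2OS suspension (4 h, RT, dark); medium with 10% FBS added, cells plated, 37 C overnight; FluxOr/Red40 loading buffer 45 min RT; stimulation buffer, 2 min kinetic read; rate constant normalized.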
Rab9 promoter act = activators of Rab9 promoter; Huh7 Rab9 promoter-luciferase reporter, luminescence, 24 h; hit rate 2.8% among 320,000; AID 485297; Potency, µM (series often up to 9.22 µM), without a hit: top-dose activation, negative = inhibition, usual class: activators; further: potency means the concentration at half of the fitted maximal effect; % of control where 0% means no effect; nearly all actives have a fitted effect of over 60% in size
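Luciferase signal after 10 min detection reagent at ambient indicates Rab9 promoter upregulation; stably transfected Huh7 cells were treated 24 h with compound in DMSO at 37 °C, 5% CO2.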
Coupling enz = counter-screen for Giardia aldolase inhibitors: coupling enzyme system; hit rate 0.67% among 290,000; coupling enzyme system counterscreen, AmpLite Red fluorescence; activity change, negative = inhibition, % at 58.2 µM, hits read low; AID 2472; in the data active means activity change below about -30%; further: on the % scale 0 is the no-effect control and ±100 the full control effect
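Counterscreen of the coupled detection system alone, without aldolase: glyceraldehyde-3-phosphate coupling enzymes plus AmpLite Red readout. Compounds at 57.5 uM final, 10 min RT preincubation, 20 min RT reaction, fluorescence 525/598 nm.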
uPA generation = blocks generation of uPA at the cell surface; cell surface uPA generation assay, qHTS; Potency, µM (doses to about 38.3 µM), for inactives: at the top dose activity change, negative = inhibition, actives largely listed as inhibitors; hit rate 0.31% among 330,000; active means well fitted inhibition curve with a large enough effect; inconclusive means small, poorly fitted or top-dose-only effect; inactive means no such curve, though single readings can be large or run the other way; tested in mouse RAW 264.7 cells; further: potency means the concentration at half of the fitted maximal effect; on the % scale 0 is the no-effect control and ±100 the full control effect; nearly all actives have a fitted effect of over 55% in size
RORg inh = blocks mouse ROR gamma transcriptional activity | Drosophila S2 Gal4-RORgamma UAS-luciferase reporter, 20 h | Potency, µM (highest dose often 53.6 µM), for inactives: top-dose activity change, negative = inhibition, most hits filed as inhibitors | P51450 | hit rate 5.4% among 310,000; further: potency means the concentration at half of the fitted maximal effect; on the % scale 0 is the no-effect control and ±100 the full control effect; nearly all actives have a fitted effect of over 60% in size
Target sequence (P51450 whole entry, looked up, the tested form may be a part): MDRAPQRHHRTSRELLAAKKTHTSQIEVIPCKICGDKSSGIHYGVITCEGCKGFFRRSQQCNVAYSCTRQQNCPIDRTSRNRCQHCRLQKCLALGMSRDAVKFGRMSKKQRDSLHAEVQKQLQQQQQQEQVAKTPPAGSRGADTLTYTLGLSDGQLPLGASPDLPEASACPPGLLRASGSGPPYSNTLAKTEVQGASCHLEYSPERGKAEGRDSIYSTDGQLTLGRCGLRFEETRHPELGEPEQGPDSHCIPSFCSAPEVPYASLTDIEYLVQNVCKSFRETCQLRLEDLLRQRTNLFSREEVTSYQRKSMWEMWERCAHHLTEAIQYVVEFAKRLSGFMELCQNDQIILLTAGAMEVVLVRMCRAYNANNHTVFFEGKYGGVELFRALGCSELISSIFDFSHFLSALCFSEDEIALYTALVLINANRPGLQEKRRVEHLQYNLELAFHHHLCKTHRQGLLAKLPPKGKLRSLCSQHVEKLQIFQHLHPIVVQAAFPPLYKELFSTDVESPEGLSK
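Compounds are pin-transferred onto Drosophila Schneider cells expressing a copper-inducible Gal4–ROR gamma transactivation domain fusion. After 1 hr, copper sulfate is added to 700 uM final; luciferase is read 20 hr later.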
ELG1 genotoxic = inducers of genotoxicity in HEK293T ELG1-luciferase cells; hit rate 1.3% among 330,000; Potency, µM (highest dose often 46 µM), inactives show top-dose activity change, positive = activation, usual class: activators; HEK293T ELG1-luciferase reporter, luminescence, 16 h; further: potency means the concentration at half of the fitted maximal effect; % of control where 0% means no effect; nearly all actives have a fitted effect of over 60% in size
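After overnight (16 hr) compound treatment at 37 °C, ELG1-luciferase HEK293T cells were lysed with ONE-Glo; luminescence quantified 30 min later at room temperature.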
Giardia killer = Giardia lamblia killing | Giardia lamblia trophozoite viability | activity change, % at 7.66 µM, hits read low | hit rate 0.15% among 340,000 | AID 540267; in the data active means activity change below about -80%; inconclusive means between about -30% and that limit;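 further: parasites exposed to compound for two days anaerobically before the ATP read; on the % scale 0 is the no-effect control and ±100 the full control effect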
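Trophozoites 100 cells/well + cpd; 48 hrs, 37 deg C, anaerobic. ATPLite 1-Step added, 15-30 min RT, luminescence read (ATP-based viability).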
FLuc modulator = inhibits or activates purified firefly luciferase, miR-21 counter-screen. P08659. purified FLuc, Km substrates, luminescence inhibition. Potency, µM (series often up to 57.5 µM), inactives show at the top dose activity change, negative = inhibition, usual class: inhibitors. hit rate 6.9% among 360,000. AID 588342;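 further: potency means the concentration at half of the fitted maximal effect; plate controls were vehicle for no effect and reference inhibitor for full effect; nearly all actives have a fitted effect of over 55% in size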
Target sequence (P08659 whole entry, looked up): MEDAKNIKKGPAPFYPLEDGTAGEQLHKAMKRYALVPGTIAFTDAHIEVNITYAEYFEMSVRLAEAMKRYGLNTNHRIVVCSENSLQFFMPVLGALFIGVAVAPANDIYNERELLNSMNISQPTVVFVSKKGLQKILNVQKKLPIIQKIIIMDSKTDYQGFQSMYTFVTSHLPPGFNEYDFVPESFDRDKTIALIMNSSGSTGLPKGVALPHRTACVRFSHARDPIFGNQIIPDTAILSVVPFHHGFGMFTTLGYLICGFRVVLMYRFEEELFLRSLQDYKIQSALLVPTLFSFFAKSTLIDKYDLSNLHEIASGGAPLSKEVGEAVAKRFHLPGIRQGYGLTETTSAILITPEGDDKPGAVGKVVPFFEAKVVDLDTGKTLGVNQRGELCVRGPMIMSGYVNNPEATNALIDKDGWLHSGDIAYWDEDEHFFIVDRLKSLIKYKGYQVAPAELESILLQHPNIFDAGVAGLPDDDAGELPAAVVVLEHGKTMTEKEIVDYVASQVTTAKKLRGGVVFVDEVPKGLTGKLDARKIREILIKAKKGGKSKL
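Purified P. pyralis luciferase (10nM final) with 10uM D-luciferin and 10uM ATP (Km levels) in 50mM Tris acetate pH 7.5, 10mM Mg acetate, 0.01% Tween-20, 0.05% BSA; qHTS 6-point titration, ~60 µM downward; luminescence read.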
Tb PFK block = T. brucei PFK enzyme inhibition. O15648. Potency, µM (titrated, usually from 57.5 µM), for the others: at the highest dose activity, negative = inhibition, most hits filed as inhibitors. hit rate 0.17% among 330,000. AID 485367. T. brucei PFK, ADP-Glo luminescence;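 further: potency means the concentration at half of the fitted maximal effect; 0% = uninhibited 1x PFK enzyme wells and -100% = no-enzyme wells; nearly all actives have a fitted effect of over 60% in size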
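PFK 1.25 nM, F6P 0.5 mM, ATP 0.1 mM, 0.1 M TEA pH 8.0, 5 mM MgCl2, 0.01% Tween20, 0.1% BSA; 45 min RT. ADP-Glo readout. qHTS titration up to 57 uM; curves fitted, compounds curve-classed.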
NPC1 prom act = NPC1 promoter activation; Huh7 NPC1 promoter luciferase reporter, 24 h; Potency, µM (top dose mostly 9.22 µM), for the others: top-dose activation, hits mostly activators; hit rate 2.4% among 320,000;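 further: potency means the concentration at half of the fitted maximal effect; % of control where 0% means no effect; nearly all actives have a fitted effect of over 60% in size; reporter is driven by a mutant NPC1 promoter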
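Stably transfected Huh7 (NPC1 promoter→luciferase), 1500 cells/well in Opti-MEM + 10% FBS, 2 h settle, then compound 24 h at 37 °C. Luminescence after 10 min with Amplite reagent.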
An asterisk follows results filed as active; ? = inconclusive; nt = not tested or not shown; [ ] = another dose, or the depositor's remark. Unless noted, the call rests on the fitted dose curve; in most records, active means well fitted curve in the direction sought with a large enough effect; inconclusive means small, poorly fitted or top-dose-only effect, or another doubt; inactive means no such curve, though single readings can be large; an effect the other way counts as inactive or inconclusive. Rows are unselected, and some 14% of all compounds hit somewhere here.

SMILES | Gal4-VP16 FLuc | KCNH2 3.1 inh | Rab9 promoter act | Coupling enz | uPA generation | RORg inh | ELG1 genotoxic | Giardia killer | FLuc modulator | Tb PFK block | NPC1 prom act
CN(C)S(=O)(=O)c1ccc(NC(=O)CSc2nnc(-c3ccco3)o2)cc1 | nt | 8 | nt | nt | ? | nt | 2% | ? | nt | 0% | nt
Cc1cc(=O)n(C)c2ccccc12 | 4%[10 µM] | -16 | 1% | 1 | -7% | -25% | 14% | 13 | -5% | 0% | -10%
COc1ccc(NC(=O)/C(C#N)=C/c2ccc(-c3ccccc3C(=O)O)o2)cc1 | -3% | 16 | 17% | 9 | -4% | 20% | 7% | 1 | 6.7µM* | 2% | 23%
CC(Oc1ccc(-c2ccccc2)c(F)c1)c1ccn(S(=O)(=O)c2ccc(Cl)cc2)n1 (stereo not given) | 13% | -19 | -8% | -1 | 7% | 34% | -6% | -11 | 4% | 0% | 1%
O=C1C(Cc2ccc3[nH]ccc3c2)NC(=S)N1c1ccccc1 (stereo not given) | -1% | -4 | -2% | 0 | -2% | -18% | -7% | 5 | -1% | -4% | 1%
O=C(O)c1cc(N/N=C/C(Cl)=C/c2ccccc2)ccc1Cl | ? | -4 | ? | 0 | -5% | ? | ? | 4 | 0.11µM* | 1% | ?
COCCn1c(-c2ccc(OC)cc2)cnc1SCC(=O)Nc1cccc2ccccc12 | 21% | -5 | -7% | 0 | nt | 5µM* | 2% | 12 | -2% | -4% | -3%
Cc1oc2ccc(O)cc2c1C(=O)c1ccc([N+](=O)[O-])cc1 | 12% | -2 | -1% | -14 | 2% | ? | -6% | -17 | 2% | -9% | 0%
O=C(Cn1cc2c(n1)CCCC2)NCCc1ccccc1 | -3% | -3 | -4% | 0 | 0% | 31% | 4% | 7 | 1% | 0% | -1%
c1ccc(Cn2nnc3c(NCC4CCCO4)ncnc32)cc1 (stereo not given) | -16% | 7 | 2% | 7 | nt | ? | -3% | -2 | 1% | 2% | 2%

Arranged by the number under Rab9 promoter act (low to high): some entries from above
SMILES,Rab9 promoter act,uPA generation,RORg inh,Tb PFK block,NPC1 prom act
COCCn1c(-c2ccc(OC)cc2)cnc1SCC(=O)Nc1cccc2ccccc12,-7%,nt,5µM*,-4%,-3%
O=C(Cn1cc2c(n1)CCCC2)NCCc1ccccc1,-4%,0%,31%,0%,-1%
c1ccc(Cn2nnc3c(NCC4CCCO4)ncnc32)cc1 (stereo not given),2%,nt,?,2%,2%

(listing goes on)
SMILES | Gal4-VP16 FLuc | KCNH2 3.1 inh | Rab9 promoter act | Coupling enz | uPA generation | RORg inh | ELG1 genotoxic | Giardia killer | FLuc modulator | Tb PFK block | NPC1 prom act
O=C(O)CC1S/C(=N/N=C/c2ccc(-c3ccc(Cl)cc3[N+](=O)[O-])o2)NC1=O (stereo not given) | 18% | -14 | 3% | -9 | -7% | 10% | 1% | 0 | ? | ? | 0%
O=C(O)CC(c1ccc(OC2CCCC2)cc1)N1C(=O)c2ccccc2C1=O (stereo not given) | 6% | 1 | -1% | 8 | -3% | 1% | 0% | -7 | 0% | -4% | 0%
COc1ccc(OC)c(C(=O)NC(CC(N)=O)c2ccc(NCC3CC3)c([N+](=O)[O-])c2)c1 (stereo not given) | -3% | -121* | -1% | 5 | -2% | 8% | 5% | 6 | -2% | -6% | -6%
COc1cc(-c2nc3cnccc3n2C)cc(OC)c1OC | -3% | -6 | 1% | 1 | -7% | 6% | 3% | 15 | 0% | 0% | -1%
C=CCn1c(-c2cnn(-c3ccccc3)c2N)n[nH]c1=S | 21% | -4 | -1% | 1 | -3% | ? | 4% | -1 | ? | 0% | -6%
CCN1CCN(c2ccc(NC(=O)c3ccc(F)cc3)cc2Cl)CC1 | 7%[10 µM] | -4 | 25% | -4 | -1% | 4% | -2% | 18 | ? | -6% | 19%
COCCCNC(=S)N1CCC(C(=O)c2ccc(Cl)cc2)CC1 | 5% | -19 | -16% | -2 | 1% | 17% | -7% | 26 | -2% | -12% | -6%
COc1ccc(OCCOC(=O)Nc2ccccc2)cc1 | -7% | 11 | -4% | -1 | -2% | 26% | 0% | -10 | -11% | 0% | 1%
CCN(CC)S(=O)(=O)c1ccc(/C=C/C(=O)OCC(=O)Nc2cccnc2Cl)cc1 | nt | 6 | -2% | nt | 14% | nt | -3% | -23 | -2% | -8% | -1%
Cc1ccc(C2CC(=O)C=C(Nc3ccc(Cl)cc3)C2)cc1 (stereo not given) | 1% | 14 | 1% | 4 | -5% | 34% | 2% | 5 | -1% | 0% | 1%
CCN(CC)S(=O)(=O)c1cccc(NC(=O)COc2ncnc3sccc23)c1 | 2% | 3 | -2% | 1 | 2% | ? | -4% | 0 | 2% | -1% | -7%
CC1=CC2=NC(=O)/C(=C\c3cccn3CCOc3cc(C)cc(C)c3)C(=N)N2O1 | ? | 11 | -2% | 1 | 2% | ? | -3% | -15 | 0% | 0% | 0%
Nc1nc(SCc2ccccc2)[nH]c(=O)c1-c1ccccc1 | -6% | 9 | ? | 1 | -1% | ? | 12µM* | 5 | 19µM* | -17% | ?
Cc1nn(-c2ccccc2)c(Cl)c1/C=N/Nc1nc2ccccc2[nH]1 | ? | -9 | 0.45µM* | 0 | ? | ? | 2.6µM* | -8 | 0.48µM* | -1% | 0.56µM*
O=c1[nH]c2ccccc2nc1/C=C(\O)C(F)F | -7% | -4 | -1% | 1 | 10% | -10% | 5% | 7 | 0% | 5% | 10%
Cc1cc(C)c(S(=O)(=O)N2CCN(CCO)CC2)c(C)c1 | 2% | -2 | -1% | 0 | -7% | 13% | -6% | 1 | -1% | -3% | 0%
COc1ccccc1CN1C[C@@H]2C[C@@H](c3cccc(O)c3)N3CCC[C@@]23C1=O | -7% | 1 | -12% | 8 | nt | -5% | -6% | 4 | 1% | -13% | -4%
CCn1c(Cc2ccccc2)nnc1SCC(=O)NC(C)(C)C | -4% | -10 | 16% | 1 | nt | 5% | 2% | -5 | 2% | -5% | -5%
COC(=O)C(CC(C)C)NC(=O)CSc1nc(-c2ccccc2)c(C#N)c(=O)[nH]1 (stereo not given) | 0% | 25 | 0% | 20 | 0% | 26% | -2% | -13 | -3% | 0% | 0%
O=C(CCS(=O)(=O)c1ccccc1)N1CCN(c2cccc(C(F)(F)F)c2)CC1 | -21% | -18 | -4% | nt | -1% | ? | -3% | 0 | -24% | 2% | 2%
O=C(CCN1C(=O)/C(=C\c2cccc(Br)c2)SC1=S)NCCCN1CCOCC1 | -1% | 6 | -7% | 2 | -2% | -21% | -6% | -15 | ? | 0% | -2%
Nc1nnc(SCCCOc2ccc(F)cc2)s1 | ? | 13 | 3% | nt | -1% | -35% | -5% | -7 | 15µM* | 0% | -4%
CC(=O)Nc1sc2c(c1C(c1cccs1)N1CCOCC1)CCCC2 (stereo not given) | -6% | -6 | 0% | -1 | 13% | -15% | 0% | 11 | 2% | 1% | -3%
Cc1c(N2C(=O)/C(=C\c3ccccc3O)SC2=S)c(=O)n(-c2ccccc2)n1C | ? | 1 | -6% | -3 | 8% | ? | 3% | 26 | ? | 21µM* | 0%
COc1ccc(-c2c(C)sc(NC(=O)c3ccnn3C)c2C#N)cc1 | ? | -3 | 1% | 3 | -3% | -19% | 0% | 2 | -2% | -2% | -3%
O=C(CN1CCOc2ccccc21)NCc1ccc(F)cc1 | 6% | -7 | -5% | 0 | -6% | -1% | -1% | 0 | ? | -6% | -5%
N#Cc1c(NC(=O)C2CCCO2)sc2c1CCCCCC2 (stereo not given) | 29% | -1 | -2% | 1 | 0% | ? | 10% | -23 | ? | 0% | ?
CC(=O)Nc1ccc(NC(=S)Nc2ccccc2)cc1 | -12% | -12 | 2% | 0 | 4% | -26% | 0% | 0 | -5% | -2% | 2%
CCc1cccc(C)c1NC(=S)NCc1ccccc1 | 32µM* | -7 | -3% | -3 | -2% | 3.5µM* | -1% | 31[activator] | -2% | -5% | 0%
CC(=O)NC(Cc1cc(C)ccc1C)C(=O)N1CCN(C(=O)c2ccc(Br)cc2)CC1 (stereo not given) | 5% | -10 | -11% | 0 | -2% | 12% | -1% | -16 | -13% | 1% | -7%
